# Assay outcomes from PubChem BioAssay.
# tim10-1 inh – growth inhibitors of tim10-1 mutant yeast | S. cerevisiae tim10-1 ts strain growth, BacTiter-Glo, 24 h | inhibition, % at 20 µM | 2.2% of 330,000 active | AID 463190;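 active = inhibition of at least 40%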;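 also: mutant grown at 25 °C; 0% = DMSO wells with yeast and 100% = wells holding no yeast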
# APJ antagonist – antagonists of human APJ apelin receptor; 0.32% of 330,000 active; P35414; CHO-K1 APJ beta-arrestin complementation, luminescence; inhibition, % at 20 µM; AID 2521;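 active = inhibition above about 40% at 20 µM, limit read from the data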;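 also: cells challenged with 10 nM apelin-13 agonist together with compound; plate controls were apelin-13 plus DMSO wells for no effect and DMSO wells lacking apelin-13 for full effect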
# Target sequence (P35414 whole entry, looked up): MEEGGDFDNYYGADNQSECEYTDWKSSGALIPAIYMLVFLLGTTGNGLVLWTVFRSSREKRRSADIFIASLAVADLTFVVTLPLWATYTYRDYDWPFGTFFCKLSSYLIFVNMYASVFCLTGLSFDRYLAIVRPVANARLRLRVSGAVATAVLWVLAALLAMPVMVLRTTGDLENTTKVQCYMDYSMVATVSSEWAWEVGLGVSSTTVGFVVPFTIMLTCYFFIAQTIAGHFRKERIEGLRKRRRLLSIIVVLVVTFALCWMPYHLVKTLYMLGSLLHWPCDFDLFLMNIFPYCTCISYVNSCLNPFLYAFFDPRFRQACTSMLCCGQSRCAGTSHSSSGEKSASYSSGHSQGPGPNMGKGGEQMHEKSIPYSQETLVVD
# UPR CHOP act – activators of apoptotic arm of unfolded protein response (CHOP); CHO-CHOP luciferase reporter, UPR activation, luminescence; percent of tunicamycin response over DMSO baseline; 0.34% of 330,000 active; activation, % at 10 µM;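 active = at 10 µM dose, activation of 40% or more, normalized to positive control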;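 also: 100% = tunicamycin at 10 µg/mL and 0% = DMSO alone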
#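 Material: CHO-CHOP cells, stable luciferase reporter of PERK-eIF2a-CHOP signalling; quantity: 500 reporter cells seeded per well; buffer or medium: F12 medium containing 10% fetal bovine serum; compound: one dose, 10 µM in 0.5% DMSO; incubation: 6 h compound treatment, 37 °C; measured by: Steady-Glo luciferase luminescence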
# XBP1 UPR activ – activators of adaptive arm of unfolded protein response (XBP1). CHO-XBP1 luciferase reporter, IRE1-XBP1 UPR activation, luminescence; percent of tunicamycin response, DMSO as zero. activation, % at 20 µM. 0.33% of 330,000 active. AID 463104;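 active = versus positive control, 20 µM dose yields 30% or more activation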;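 also: 100% = tunicamycin at 10 µg/mL and 0% = DMSO only wells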
#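 Test system: CHO-XBP1 luciferase reporter cells | Buffer or medium: Serum-containing F12 medium, 10% FBS | Schedule: 6 h compound exposure at 37 °C, 5% CO2 | Detection: Steady-Glo luciferase glow luminescence, 10 min after reagent addition | Read-out basis: Activation, % of tunicamycin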
# tim23-1 inh – growth inhibitors of tim23-1 mutant yeast; inhibition, % at 20 µM; 1.3% of 330,000 active; S. cerevisiae tim23-1 growth, BacTiter-Glo luminescence, 24 h;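 active = growth inhibition of the mutant yeast at or above 50%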;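 also: temperature-sensitive mutant grown at 25 °C; plate controls were DMSO-treated mutant yeast for no effect and medium wells lacking yeast for full effect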
# TIM10 inh – TIM10 yeast growth inhibition. 1.4% of 330,000 active. S. cerevisiae TIM10 strain growth, BacTiter-Glo luminescence, 24 h. inhibition, % at 10 µM;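 active = inhibition of 40% or more at the single tested concentration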;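 also: wild-type TIM10 isogenic control strain grown at permissive 25 °C; 0% = DMSO yeast wells and 100% = minimal medium wells without yeast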
# Mdm2 MdmX PPI – human Mdm2/MdmX binding inhibition | AID 485346 | 3% of 330,000 active | inhibition, % at 8 µM | O15151+Q00987 | SaOS-2 split-luciferase Mdm2/MdmX complementation, luminescence;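 active = inhibition of at least 50% at 8 µM in the primary screen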
# APJ agonist – APJ receptor agonism; P35414; CHO-K1 APJ PathHunter beta-arrestin, luminescence; 0% DMSO wells, 100% apelin; activation, % at 20 µM; 0.11% of 330,000 active;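 active = activation more than six SD over the plate average, tested at 20 µM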;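 also: 0% = DMSO alone and 100% = apelin-13 at 10 nM; some results filed as inactive read as strong as hits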
#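 Test system: CHO-K1 APJ beta-arrestin complementation cell line. Amount: cell density 1000 per well. Controls: DMSO negative, 10 nM Apelin-13 positive. Signal: luminescent beta-gal fragment complementation, chemiluminescent substrate. Read-out basis: agonist-driven arrestin binding to APJ. Timing: compound stimulation 90 min at 25 °C, detection 60 min.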
# CXCR6 block – CXCR6 (human) receptor inhibition. CHO-K1 PathHunter CXCR6 beta-arrestin, luminescence. inhibition, % at 20 µM. 0.36% of 360,000 active. AID 602244; in the data active = inhibition above about 34%, passing the limit was not always enough;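 also: antagonist mode with CXCL16 agonist at 10 nM final; 0% = 10 nM CXCL16 with DMSO and 100% = unstimulated wells without agonist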
# Target sequence (O00574 whole entry, looked up): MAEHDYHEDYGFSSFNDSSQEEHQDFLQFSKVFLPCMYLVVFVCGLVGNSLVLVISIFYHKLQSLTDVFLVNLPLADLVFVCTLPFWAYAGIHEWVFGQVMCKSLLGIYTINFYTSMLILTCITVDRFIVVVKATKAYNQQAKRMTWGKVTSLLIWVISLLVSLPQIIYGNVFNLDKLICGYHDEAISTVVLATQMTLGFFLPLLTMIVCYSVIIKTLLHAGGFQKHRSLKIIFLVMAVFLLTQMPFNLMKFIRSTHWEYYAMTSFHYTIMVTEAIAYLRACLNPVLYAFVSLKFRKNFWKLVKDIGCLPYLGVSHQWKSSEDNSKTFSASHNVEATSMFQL
# * = called active by the depositor.
SMILES,tim10-1 inh,APJ antagonist,UPR CHOP act,XBP1 UPR activ,tim23-1 inh,TIM10 inh,Mdm2 MdmX PPI,APJ agonist,CXCR6 block
COc1ccc(S(=O)(=O)N2CCN(C)CC2)cc1NC(=O)c1ccccc1F,-0.5,5.9,2.7,-3.0,1.7,-1.6,23.4,-0.2,-1.1
COc1ccc(NC(=O)c2[nH]c(C)c(C(C)=O)c2C)cc1Cl,31.8,11.7,-0.5,1.2,0.6,21.0,-33.5,7.3,-4.2
CN(C)S(=O)(=O)c1ccc(C(=O)NCCSc2ccc(Br)cc2)cc1,19.0,11.6,0.0,-0.7,11.2,19.4,25.2,-2.4,5.7
Cc1cc([N+](=O)[O-])ccc1NCc1cccc([N+](=O)[O-])c1,-6.8,2.0,-0.6,-3.4,3.9,-1.9,35.5,-3.1,11.4
O=C(C1CCN(S(=O)(=O)Cc2ccccc2)CC1)N1CCCc2ccccc21,26.9,11.7,3.0,-0.7,23.2,35.3,27.6,-1.2,6.7
CC(=O)Nc1ccc(S(=O)(=O)C(C#N)c2nc3ccccc3nc2NCCO)cc1 (stereo not drawn),-3.4,-21.1,0.7,-1.2,3.2,1.8,-0.2,0.0,5.8
COc1cccc(CC(=O)Nn2c(C)nc3ccccc3c2=O)c1,-6.2,8.5,-0.3,-3.5,3.6,-6.6,-3.1,1.2,4.8
Cc1csc(SCC(=O)NC2CCCCC2)n1,-7.6,2.3,-0.3,-2.6,-12.2,-1.2,2.6,-1.6,9.0
CCCCOC(=O)c1ccc(NC(=S)NC(=O)c2ccco2)cc1,18.9,34.2,0.4,-5.5,17.8,13.5,32.9,-6.2,24.4
O=C(O)CC(C(=O)O)c1ccc(OCCCCOc2ccc(C(CC(=O)O)C(=O)O)cc2)cc1 (stereo not drawn),12.2,-0.3,2.1,-5.6,12.1,2.0,-3.4,-2.5,-0.6
O=C(Nc1ccc(Cl)cn1)c1ccc(-c2cc(Cl)ccc2Cl)o1,18.4,-6.4,-1.1,-3.2,-42.6,5.8,73.7*,1.2,3.0
CCc1ccc(N2CC(C(=O)Nc3cc(C)ccc3F)CC2=O)cc1 (stereo not drawn),21.1,-3.3,-0.6,0.4,23.6,3.7,12.0,1.6,3.1
CSc1nc(C)cc(SC(C(C)=O)C(=O)Nc2ccccc2)n1 (stereo not drawn),38.5,12.6,-2.2,-1.4,38.1,31.3,17.8,-2.7,11.5
O=C(COC(=O)c1ccccc1-n1cnnn1)c1ccc(Br)cc1,6.1,-2.9,1.0,-6.7,10.2,4.4,31.7,-7.7,6.3
Cc1c(NC(=O)CN2C(=O)c3ccc([N+](=O)[O-])cc3C2=O)c(=O)n(-c2ccccc2)n1C,8.6,5.0,0.5,-2.3,5.2,0.7,2.8,-2.6,6.6
CCOc1ccc(NC(=O)CNC(=O)COc2ccccc2)cc1,-4.4,-8.4,0.7,2.5,-5.7,-9.3,11.2,-1.0,2.6
Cc1ccc(C(=O)CSc2nnc(-c3ccco3)n2Cc2ccccc2)cc1,30.0,9.3,6.4,-0.2,16.5,16.6,-75.5,-0.4,6.0
COC(=O)C1CSC(C(=O)OC)N1C(=O)Nc1c(C)cccc1C (stereo not drawn),-8.4,-3.4,-1.6,0.9,14.3,0.6,2.2,0.1,-3.3
Cc1cc([N+](=O)[O-])nn1CC(=O)NCCCn1ccnc1,3.6,1.5,0.9,-2.7,7.6,2.6,-8.4,-2.1,-10.6
Cc1ccc(OC(F)F)c(NC(=O)Nc2ccc3c(c2)OCO3)c1,9.8,14.8,1.4,-2.8,13.1,14.4,1.9,-1.1,6.7
COc1ccc(CCC(=O)NCCc2cn3c(C)csc3n2)cc1,2.6,-10.2,0.3,2.9,-1.1,4.1,13.0,-5.6,-2.9
Cc1occc1-c1nnc(SCC(=O)N2CCCCC2C)o1 (stereo not drawn),8.9,17.2,0.3,3.6,7.1,9.5,-37.4,-2.7,0.5
Cc1cc(OCC(=O)N[C@@H](CSCc2ccccc2)C(=O)O)c2c(C)c(C)c(=O)oc2c1,8.7,-3.6,0.6,3.6,12.6,-0.1,17.9,-3.6,3.4
CC1(C)C2CCC1(CS(=O)(=O)NCc1ccc(S(N)(=O)=O)cc1)C(=O)C2 (stereo not drawn),0.4,-8.1,-1.2,-0.7,12.0,0.7,-0.5,-4.0,0.2
CCOC(=O)N1CCN(C(=O)c2ccc(N(C)S(C)(=O)=O)cc2)CC1,-20.6,7.8,0.2,-1.6,-21.1,0.5,15.6,-4.9,8.6

# Individual results from the list.
# Entry for CCc1ccc(N2CC(C(=O)Nc3cc(C)ccc3F)CC2=O)cc1 (stereo not drawn) under APJ antagonist: -3.3
# Entry for CC1(C)C2CCC1(CS(=O)(=O)NCc1ccc(S(N)(=O)=O)cc1)C(=O)C2 (stereo not drawn) under CXCR6 block: 0.2

# Following part
SMILES,tim10-1 inh,APJ antagonist,UPR CHOP act,XBP1 UPR activ,tim23-1 inh,TIM10 inh,Mdm2 MdmX PPI,APJ agonist,CXCR6 block
COC(=O)[C@]1(Cc2ccccc2)N[C@H](CN(C)C(=O)c2ccccc2)[C@@H]2C(=O)N(Cc3ccccc3)C(=O)[C@@H]21,2.8,6.0,-0.3,-2.5,9.2,8.3,10.1,-4.3,3.6
O=C(CSc1nnc2n1CCCN2C(=S)Nc1ccc(Cl)cc1)c1ccccc1,19.2,18.3,1.7,0.4,-15.7,-28.7,-9.1,-0.4,0.2
CSCCC(NC(=O)c1cccc(C)c1)C(=O)OCC(=O)NC(=O)c1cccn1C (stereo not drawn),-4.1,-6.8,0.6,-0.9,14.2,3.4,1.4,-2.5,-4.8
CCn1c(COc2ccc3c(c2)OCO3)nnc1SCC(=O)c1ccccc1,5.3,0.6,0.6,-0.1,2.9,-18.2,29.0,-2.0,2.7
CN1C(=O)C(C)(C)c2cc(S(=O)(=O)NCC3CCC(C(=O)NCc4ccc(F)cc4)CC3)ccc21 (stereo not drawn),22.6,-0.4,0.6,-3.3,11.3,0.4,15.8,1.9,-7.2
COC(=O)c1ccccc1NC(=O)CCCn1nc([N+](=O)[O-])c(Br)c1C,10.1,8.1,-0.2,-2.0,19.5,16.2,5.4,-2.5,0.7
COC(=O)c1ccc(NC(=O)C(=O)N2CCN(C(=S)Nc3ccccc3OC)CC2)cc1,16.1,2.3,-0.6,-2.1,6.4,-0.1,5.7,-3.9,-0.9
COC(=O)C1=C(C)NC(=O)NC1c1ccsc1 (stereo not drawn),1.6,7.5,-0.2,-4.5,-2.4,-7.1,8.7,-4.3,-11.8
N/C(=N\c1nc2ccccc2o1)NC(=O)c1cccc(Cl)c1,10.6,9.2,8.0,5.7,6.4,4.3,50.7*,-1.7,-2.1
Cc1ccc(-n2c(-c3ccccc3)nnc2-c2cccs2)cc1,6.4,-3.1,-1.2,-1.9,-13.4,-33.2,33.7,-2.3,7.9
Cc1ccccc1NC(=S)N1CCC(C(=O)c2ccc(F)cc2)CC1,41.6*,5.2,-0.6,-1.9,7.8,11.7,6.7,-8.0,-1.2
CC(C)CN1CCN(Cc2ccc(Oc3ncccn3)cc2)CC1CCO (stereo not drawn),14.8,1.0,-0.1,-0.8,1.9,-3.4,-0.8,-3.1,-2.8
Cc1ccnc(-n2sc3ccccc3c2=O)n1,17.0,-2.5,-0.6,0.0,10.4,13.7,6.0,-4.1,1.1
O=C(NCc1ccc(C(F)(F)F)cc1)C12CN(Cc3ccccc3)CC1C(c1cccc([N+](=O)[O-])c1)=NO2 (stereo not drawn),-5.7,7.5,1.3,-5.5,6.9,5.8,17.7,6.0,6.2
COc1ccc(C2(CNC(=O)/C=C\c3ccco3)CCCC2)cc1OC,24.7,6.9,-0.3,0.5,41.4,23.9,-2.8,-2.7,0.0
CCCCN(C)CCC(=O)Nc1ccc(OC)cc1OC,6.1,4.2,-1.1,-0.2,-5.0,6.7,14.3,-1.4,-2.4
CCN(CC)C(=O)COc1ccc(/C(C)=N/NC(=O)c2ccccc2Br)cc1,12.6,7.2,1.3,1.4,18.6,10.9,-6.6,-0.7,1.9
CCNc1ccc(S(=O)(=O)N(C)C)cc1NCC(=O)Nc1ccccc1Br,13.0,-4.0,-1.3,-1.4,10.4,18.4,-5.9,0.0,-0.9
Cn1c(SCC(=O)Nc2ccccc2F)nnc1-c1cc2ccccc2o1,6.0,10.9,1.6,0.3,6.4,-2.5,-20.6,-1.3,-0.2
COC(=O)Cc1cc(=O)[nH]c(/N=C(\N)Nc2ccccc2C)n1,-12.6,5.8,0.1,-5.0,-3.9,-2.4,2.9,1.2,2.0
O=C(O)/C=C/C(=O)O,1.3,-10.6,0.5,-1.5,13.1,-1.4,9.7,-4.4,0.0
Cc1noc(C)c1COc1ccccc1C(=O)NNC(=O)C(C)Oc1ccccc1F (stereo not drawn),9.9,24.1,1.8,-3.5,18.4,10.4,26.6,0.1,-1.8
C(=C\c1ccccc1)/C=N/N1CCN(Cc2ccccc2)CC1,13.4,2.2,7.1,-1.8,-1.0,11.5,-8.1,-2.5,2.5
CC(C)(C)[C@@H]1CCC(=O)N(CC[C@H](Sc2ccccc2)c2ccccc2)CC1,27.1,-3.1,0.5,-0.7,23.5,26.3,28.6,-3.2,33.3
CS(=O)(=O)c1ccc2nc(NC(=O)c3cc([N+](=O)[O-])cc([N+](=O)[O-])c3)sc2c1,3.8,-6.5,1.8,-0.1,13.3,8.5,-3.5,6.2,-3.8

# Complete entries, looked up by structure. Screens in order: tim10-1 inh | APJ antagonist | UPR CHOP act | XBP1 UPR activ | tim23-1 inh | TIM10 inh | Mdm2 MdmX PPI | APJ agonist | CXCR6 block
# CS(=O)(=O)c1ccc2nc(NC(=O)c3cc([N+](=O)[O-])cc([N+](=O)[O-])c3)sc2c1 reads 3.8 | -6.5 | 1.8 | -0.1 | 13.3 | 8.5 | -3.5 | 6.2 | -3.8
# Cc1ccc(-n2c(-c3ccccc3)nnc2-c2cccs2)cc1 reads 6.4 | -3.1 | -1.2 | -1.9 | -13.4 | -33.2 | 33.7 | -2.3 | 7.9

# Following part.
SMILES,tim10-1 inh,APJ antagonist,UPR CHOP act,XBP1 UPR activ,tim23-1 inh,TIM10 inh,Mdm2 MdmX PPI,APJ agonist,CXCR6 block
Nc1c2c(nn1-c1ccc(F)cc1)CSC2,15.8,-3.7,-0.5,-1.1,18.9,6.6,-20.1,-1.6,13.2
O=C(COC(=O)c1ccc2ccccc2n1)NCc1ccccc1,-11.6,-12.9,0.6,-1.8,2.7,-16.2,9.5,1.0,-4.0
CCOC(=O)C1(Cc2ccccc2)CCCN(Cc2ccc(OCCO)cc2)C1 (stereo not drawn),5.4,-6.1,14.8,-4.6,9.0,0.8,-27.2,-3.5,1.2
CCCCNS(=O)(=O)NC(=O)C1=C(N2CCCC2)COC1=O,8.1,1.5,0.9,-1.9,5.0,3.8,-5.0,-3.1,2.9
COc1cccc(NC(=O)CSc2nc3ccccc3c(=O)n2CCCC(=O)NCC2CCCO2)c1 (stereo not drawn),5.1,-11.6,0.0,-5.5,-11.2,11.4,10.5,-0.5,3.6
C#CCSc1nc(=O)c2cccnc2n1-c1ccc(C)cc1,31.1,6.4,0.7,0.1,28.5,27.1,-3.1,-2.6,8.5

# This is a subset (hit frequency here may not be typical).
